Screening data deposited in PubChem by several laboratories.
C-LANA FP – blocks KSHV LANA C-terminal domain binding to DNA. MBP-C-LANA/FAM-LBS DNA binding, fluorescence polarization. inhibition, % at 9 µM. 340,000 tested, 0.078% active. AID 504423;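 active = highest replicate inhibition at or above 60% at 9 µM, even if other replicates fall short; inactive = all replicates below 60% inhibition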;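 note: 0% = neutral control wells and 100% = 4 µM acridine orange control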
dFosB activator – activators of mouse delta FosB homodimer; purified delta FosB, TAMRA-CDK5 oligo fluorescence polarization; percent of positive-control signal above neutral wells; activation, % at 25 µM; 340,000 tested, 0.99% active;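 active = mean activation above about 17%, with every replicate also reaching it, limit read from the data, passing the limit was not always enough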;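 note: fluorescence polarization rise as delta FosB binds a TAMRA Cdk5 AP-1 oligo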
Target sequence (P13346 whole entry, looked up): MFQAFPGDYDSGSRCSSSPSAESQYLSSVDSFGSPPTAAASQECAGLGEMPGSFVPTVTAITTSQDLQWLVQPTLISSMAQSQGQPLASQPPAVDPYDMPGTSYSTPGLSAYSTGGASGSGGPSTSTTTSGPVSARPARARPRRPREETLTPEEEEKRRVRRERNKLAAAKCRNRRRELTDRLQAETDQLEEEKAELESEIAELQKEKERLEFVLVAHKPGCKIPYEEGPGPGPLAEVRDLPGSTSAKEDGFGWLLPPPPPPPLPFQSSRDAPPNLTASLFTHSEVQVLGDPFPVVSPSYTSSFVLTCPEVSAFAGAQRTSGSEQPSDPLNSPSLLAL
NSD2 HMT inh – NSD2 (human) methyltransferase inhibition; 310,000 tested, 0.54% active; NSD2 peptide methylation, AlphaScreen, 120 min; O96028; inhibition, % at 12.5 µM; in the data active = inhibition above about 50%
PfHsp90 set2 – growth inhibition of yeast expressing Plasmodium Hsp90 | S. cerevisiae expressing PfHsp90, BacTiter-Glo ATP, 48 h; yeast lacking PDR1 and PDR3 efflux regulators | inhibition, % at 9.4 µM | 310,000 tested, 0.32% active;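 active = every replicate shows inhibition above about 80%, whatever the replicate mean, limit read from the data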;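 note: 0% = DMSO neutral controls and 100% = 20 µM radicicol positive controls; yeast relying on Plasmodium falciparum Hsp90 in place of its own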
RTF Ca sens act – increases calcium sensitivity of human cardiac regulated thin filaments; P19429+P45379; IANBD-labeled TnC RTF fluorescence at EC20 calcium; 0% EC20 calcium, 100% full calcium; activation, % at 7.2 µM; 340,000 tested, 0.24% active;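 active = activation above the mean over all tested compounds plus 3 SD, cut at about 30% in these data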;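 note: rise in fluorescence read as greater calcium sensitivity of cardiac thin filaments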
Keap1 Nrf2 FP – disrupts human Keap1 binding to Nrf2 peptide; Q14145; inhibition, % at 9.4 µM; AID 504523; Keap1 Kelch-Nrf2 peptide fluorescence polarization, 1536-well; 340,000 tested, 0.15% active; in the data active = inhibition above about 12%;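 note: human Keap1 Kelch domain with fluorescein labeled Nrf2 9mer peptide probe; 0% = neutral control wells and 100% = peptide positive control; higher means more block of Keap1 binding to Nrf2 peptide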
Target sequence (Q14145 whole entry, looked up, the tested form may be a part): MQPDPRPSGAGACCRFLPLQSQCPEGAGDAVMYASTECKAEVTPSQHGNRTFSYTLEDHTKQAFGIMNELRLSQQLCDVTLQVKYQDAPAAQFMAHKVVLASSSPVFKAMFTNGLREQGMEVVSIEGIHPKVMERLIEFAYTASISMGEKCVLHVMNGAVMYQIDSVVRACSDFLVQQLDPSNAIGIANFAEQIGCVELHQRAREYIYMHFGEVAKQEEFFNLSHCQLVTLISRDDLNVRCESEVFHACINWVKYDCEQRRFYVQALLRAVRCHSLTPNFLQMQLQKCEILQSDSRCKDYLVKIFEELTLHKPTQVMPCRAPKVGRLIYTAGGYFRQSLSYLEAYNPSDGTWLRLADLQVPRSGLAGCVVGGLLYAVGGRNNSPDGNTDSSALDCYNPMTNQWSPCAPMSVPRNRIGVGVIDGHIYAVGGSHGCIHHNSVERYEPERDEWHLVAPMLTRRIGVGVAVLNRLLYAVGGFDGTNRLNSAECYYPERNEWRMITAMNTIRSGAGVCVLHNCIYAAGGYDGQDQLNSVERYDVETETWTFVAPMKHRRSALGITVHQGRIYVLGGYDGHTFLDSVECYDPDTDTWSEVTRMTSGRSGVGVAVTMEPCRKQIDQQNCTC
Rtt109 HAT inh – blocks Candida albicans Rtt109/Vps75 acetyltransferase activity; Q5AAJ8; purified Rtt109/Vps75, ThioGlo CoA-SH fluorescence, 4 h; inhibition, % at 34.9 µM; 330,000 tested, 0.16% active; AID 540336;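 active = inhibition of at least 50% in every replicate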
PvdQ inh – blocks Pseudomonas aeruginosa PvdQ acylase activity | purified PvdQ acylase, fluorescence plate reader | inhibition, % at 10 µM | 340,000 tested, 0.063% active | AID 488965; in the data active = inhibition above about 30%, passing the limit was not always enough;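 note: 0% = vehicle neutral wells and 100% = reference inhibitor wells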
SUMO Mot1 rescue – blocks SUMOylation pathway, rescuing yeast Mot1-301 growth; S. cerevisiae Mot1-301 growth rescue, ATP luminescence, 38.5C; percent above DMSO median, 100 means doubled; 320,000 tested, 1% active; growth rescue, % at 18.8 µM;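 active = every valid replicate shows activation above 250% relative to neutral control wells; inactive = the rest, any valid replicate at or below 250%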;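 note: OY570 slx delta 5 strain wells were the positive control but not used for scaling; some compounds called inactive have numbers as strong as hits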
RTF Ca sens inh – cardiac RTF calcium desensitization; IANBD-labeled cardiac RTF, Ca2+ fluorescence; 340,000 tested, 0.12% active; inhibition, % at 7.15 µM;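 active = inhibition above the mean inhibition of all tested compounds plus 3 SD, cut at about 17% in these data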;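 note: assay run at fixed EC70 calcium of 1.6 mM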
CDK5 inh – blocks human CDK5/p35 kinase activity | Q00535+Q15078 | Recombinant CDK5/p35, ADP-Glo luminescence, 60 min | inhibition, % at 10 µM | 330,000 tested, 0.01% active;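 active = highest replicate inhibition of at least 50% and at least 75% of replicates reaching 50%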;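 note: plate controls were DMSO neutral control for no effect and GW8510 at 10 µM for full effect; many of its hits are not listed in these tables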
Active calls of the source: *; nt = no result given.

SMILES | C-LANA FP | dFosB activator | NSD2 HMT inh | PfHsp90 set2 | RTF Ca sens act | Keap1 Nrf2 FP | Rtt109 HAT inh | PvdQ inh | SUMO Mot1 rescue | RTF Ca sens inh | CDK5 inh
CCSc1nnc(NC(=O)CSc2nc(CC)nc3c2c(=O)n(C)c(=O)n3C)s1 | 0.4 | -4 | nt | 18 | 5 | -2 | -3 | -16 | -7 | -1 | -2.8
Cc1cc(NC(=O)Nc2ccc(Cl)cc2)no1 | 3.0 | -3 | -1 | -17 | 2 | -3 | -4 | -9 | 17 | 3 | 1.0
CC1=C(C(=O)OCC(C)C)C(c2cccs2)NC(=S)N1 (stereo not given) | 2.8 | 0 | 0 | 0 | -3 | -1 | 9 | -16 | 14 | -9 | 4.7
COc1ccc(CCN(C(=O)C(F)(F)F)C(C(=O)NC2CCCC2)c2cccs2)cc1 (stereo not given) | 0.8 | -8 | -2 | -7 | 2 | -1 | -3 | -18 | 4 | -6 | -0.6
Cc1ccc(SCc2ccc(C(=O)N3CCCC3)cc2)cc1 | 0.0 | -4 | 0 | 9 | 0 | 1 | 5 | -5 | 14 | -12 | -2.9
CCC1(c2ccccc2)NC(=O)N(CC(=O)Nc2ccc3c(C)cc(=O)oc3c2)C1=O (stereo not given) | 0.9 | -9 | -1 | -5 | 10 | -2 | -1 | -18 | 8 | -12 | 2.6
Cc1cc(NC(=O)C(C)SCC(=O)N(C)CC(=O)Nc2ccc(F)cc2)no1 (stereo not given) | -5.3 | -7 | -1 | 8 | -4 | 7 | 3 | 12 | -1 | 1 | 0.5
CSc1cccc(NC(=O)c2cc(S(=O)(=O)N3CCCCC3)c[nH]2)c1 | 0.2 | 8 | nt | -30 | 5 | -5 | 5 | -9 | -8 | 2 | 0.3
O=S(=O)(c1ccc(SCc2cccc(Cl)c2)nc1)N1CCCC1 | -0.4 | -9 | -6 | -63 | 4 | -3 | 8 | -9 | -17 | -7 | -3.8
COC(=O)C1=C(C)N=C2SC(C#N)=C(N)N2C1c1ccc(OCc2ccccc2)cc1 (stereo not given) | 0.6 | -5 | 0 | 5 | -4 | 0 | 25 | -17 | -7 | 0 | -0.2
CC(Sc1nnc(-c2ccco2)n1N)C(=O)NC1CCCCC1C (stereo not given) | 0.8 | -1 | 0 | -7 | 4 | -2 | -2 | 3 | -15 | -9 | -1.2
Cc1cccc(OCC(=O)NNC(=O)c2cc(S(=O)(=O)N(C)C)ccc2N2CCCC2)c1 | 1.5 | -8 | 0 | -2 | -3 | 0 | 1 | -10 | 17 | 7 | 0.4
O=C(NC(Cc1ccccc1)C(=O)N1CCCC(C(F)(F)F)C1)c1ccccc1 (stereo not given) | 0.5 | -10 | 0 | 10 | 1 | 4 | 9 | -11 | -16 | -8 | 1.7
COc1ccc(NC(=O)CN(C)C(=O)c2ccccc2CCc2ccccc2)cc1 | 0.6 | -11 | -6 | 15 | -13 | -1 | 39 | 6 | -9 | 4 | -0.1
COc1ccc(-c2nn(-c3ccccc3)cc2/C=N/O)cc1 | -3.5 | -12 | -1 | -18 | 0 | 7 | -6 | -9 | 6 | -10 | 3.7

The closing three records of the part before lead into the next:
SMILES | C-LANA FP | dFosB activator | NSD2 HMT inh | PfHsp90 set2 | RTF Ca sens act | Keap1 Nrf2 FP | Rtt109 HAT inh | PvdQ inh | SUMO Mot1 rescue | RTF Ca sens inh | CDK5 inh
O=C(NC(Cc1ccccc1)C(=O)N1CCCC(C(F)(F)F)C1)c1ccccc1 (stereo not given) | 0.5 | -10 | 0 | 10 | 1 | 4 | 9 | -11 | -16 | -8 | 1.7
COc1ccc(NC(=O)CN(C)C(=O)c2ccccc2CCc2ccccc2)cc1 | 0.6 | -11 | -6 | 15 | -13 | -1 | 39 | 6 | -9 | 4 | -0.1
COc1ccc(-c2nn(-c3ccccc3)cc2/C=N/O)cc1 | -3.5 | -12 | -1 | -18 | 0 | 7 | -6 | -9 | 6 | -10 | 3.7
Cc1ccc(N(CC(O)CN2CCCC2)S(=O)(=O)c2ccccc2)cc1 (stereo not given) | 0.3 | -4 | 3 | -28 | -4 | 0 | 14 | 6 | -15 | -11 | 1.8
O=C(COC(=O)Cc1ccc(Br)cc1)NC1CCCC1 | -0.5 | -2 | -3 | -11 | -1 | -5 | -1 | -3 | 6 | 0 | -0.7
O=C(N/N=C/c1cccc(OC2CSC2)c1)c1ccccc1O | -1.1 | 29* | 0 | -7 | -2 | 0 | 8 | 5 | -12 | 1 | 0.4
Cc1ccc(NC(=O)c2cccc(S(=O)(=O)N3CCCc4ccccc43)c2)nc1 | -2.2 | -2 | nt | -107 | -15 | 3 | 6 | -13 | -7 | -5 | -1.5
CCOCc1c(C(=O)Nc2ccc3nc(N4CCOCC4)sc3c2)oc2ccccc12 | -0.5 | -3 | 2 | 2 | -4 | 0 | 3 | 8 | -2 | -3 | 2.0
Cc1ccc(CNC(=O)c2cccc(-n3cnnn3)c2)cc1 | 0.2 | -1 | -2 | 7 | 0 | -2 | -9 | -2 | -3 | 1 | 0.5
O=C(CSc1ncnc2c1nnn2Cc1ccccc1F)NCC1CCCO1 (stereo not given) | -0.5 | -2 | 3 | -8 | -4 | -6 | -100 | -15 | 52 | -1 | -0.8
CCCNS(=O)(=O)c1cc2c(cc1Br)CCN2C(=O)CC | -1.9 | -7 | -1 | 1 | 1 | -6 | 0 | -9 | nt | -14 | -4.4
Cc1cccc(N(C)S(=O)(=O)c2ccc3c(c2)NC(=O)CC(=O)N3)c1 | 0.8 | 1 | 0 | -13 | -4 | -4 | 11 | -11 | 211 | 0 | -0.8
O=C(Cc1ccccc1)NNC(=O)C1CCN(c2ncccn2)CC1 | -0.9 | -7 | -2 | -3 | -3 | -1 | 3 | -7 | nt | 8 | -0.6
CN(C)c1ccc(NC(=O)CSc2nnc(-c3cccs3)n2Cc2ccco2)cc1 | 0.2 | -5 | 23 | nt | -3 | 3 | 0 | -1 | -6 | -4 | -0.4
CCn1nc(C)c(C2C(C#N)=C(N)Oc3n[nH]c(C)c32)c1C (stereo not given) | -1.1 | 1 | -3 | -2 | 0 | -5 | 7 | -10 | -1 | -3 | -2.0
CCOC(=O)c1c(NC(=S)Nc2ccc(C)cc2)sc2c1CCC2 | 4.5 | -6 | -2 | -9 | 4 | -3 | 3 | -9 | 1 | -1 | 1.4
Cc1c(C(=O)Nc2ccccc2)sc2ncn(CC(=O)N3CCCCC3)c(=O)c12 | -1.7 | -10 | -5 | -11 | -3 | 2 | 4 | -7 | -1 | 2 | 0.0
CCCN1C(=O)c2cc(C(=O)NC3CCCCCC3)ccc2C1O (stereo not given) | 0.0 | -5 | nt | -18 | 2 | 5 | 3 | 3 | 30 | 0 | -0.6
COc1ccc(Nc2c3ccccc3nc3ccccc23)cc1 | -3.8 | 60* | 10 | 38 | -6 | 2 | 3 | -12 | -8 | -3 | -3.4
CC(C)=CCN1CCNC(=O)C1CC(=O)NCc1nc(C)c(C)s1 (stereo not given) | 1.2 | -5 | 0 | 41 | -6 | -2 | 1 | -11 | 12 | -2 | 0.1
CC1(C)Cc2c(sc3nc(-c4cccs4)n(N)c(=O)c23)CO1 | -0.7 | -16 | -7 | -3 | 1 | 1 | 0 | -7 | -1 | -11 | 0.0
O=C(/C=C/c1ccco1)NC(=S)Nc1ccc(C(=O)O)cc1 | 62* | -16 | 66* | -23 | -6 | -1 | -3 | -9 | -2 | -1 | -2.6
COc1ccc(Br)cc1/C=C/C(=O)NCC(=O)O | 0.8 | 1 | -3 | -28 | -1 | 1 | 1 | -4 | -6 | -4 | 0.1
C/C(=N\N1CCN(c2ccccc2)CC1)c1ccncc1 | 1.1 | 4 | 0 | -10 | -4 | -1 | -3 | -2 | -10 | -4 | -1.0
CCOC(=O)CSc1nc(C(C)(C)C)cc(C(F)(F)F)c1C#N | 3.2 | 3 | nt | 1 | -3 | 1 | -7 | -13 | 764 | -23 | -0.5
CCn1c(SCC(=O)NCc2cccs2)nnc1-c1cccs1 | 0.8 | -3 | 2 | nt | 5 | -5 | -2 | -20 | 15 | -19 | 4.0
Cc1nc2c(-c3ccc(F)cc3)c(C)nn2c(C)c1CCC(=O)NC(C)CCc1ccco1 (stereo not given) | -0.6 | -7 | nt | 9 | -3 | -3 | 1 | -7 | -12 | -8 | 0.3
O=C(/C=C/c1ccc(Cl)cc1)N(c1ccccn1)C1CCCCC1 | 0.2 | -3 | -2 | -4 | 2 | 0 | 1 | -15 | 0 | -10 | -0.1
COc1cccc(NC(=O)CN(C)C(=O)CSc2ccc3c(c2)OCCO3)c1 | 1.2 | -2 | 1 | -2 | -4 | -4 | 1 | 12 | 13 | -8 | 1.8
Cc1nc2nc[nH]n2c(=O)c1NS(=O)(=O)c1ccc(C(C)(C)C)cc1 | 1.0 | 4 | 1 | -21 | -1 | 2 | 4 | 4 | 22 | -2 | 3.5
CSc1nc2ccc(S(=O)(=O)N3CCCC3)cc2s1 | 1.0 | 0 | 0 | 7 | 4 | -1 | 2 | -7 | 505 | -9 | -0.6
COc1ccc(-c2nnc(NC(=O)C3CC3)o2)cc1 | 0.8 | 0 | -1 | 7 | -7 | -3 | 15 | -2 | 14 | 0 | -0.8
Cc1noc(C)c1NC(=O)N(C)C[C@H]1Oc2ccc(NC(=O)Cn3cnnn3)cc2C(=O)N([C@H](C)CO)C[C@@H]1C | -2.6 | -9 | nt | -20 | 7 | 0 | -1 | -11 | 2 | -5 | 1.6
Cc1ccc(CN2CCN(C(=O)c3ccco3)CC2)cc1 | 4.5 | -6 | 1 | -18 | -1 | 0 | 18 | 10 | -1 | 2 | 1.1
COc1cccc(NC(=O)COC(=O)C2C3CC4OC(=O)C2C4C3)c1 (stereo not given) | 0.7 | -1 | 1 | -16 | -2 | 0 | 6 | -15 | 27 | -7 | 0.7
CC(Sc1nc(-c2ccccc2)cc(C(F)(F)F)n1)C(=O)Nc1sc2c(c1C(N)=O)CCC2 (stereo not given) | 0.2 | 0 | -2 | 8 | -5 | 2 | -8 | 0 | -12 | -3 | -0.5
CCOC(=O)CSc1nnc(Cc2cc(=O)[nH]c(=O)[nH]2)n1-c1cccc(OC)c1 | -2.9 | -8 | -2 | nt | 4 | 0 | 3 | -7 | nt | -10 | 1.1
COc1ccc(-c2nnn(-c3ccc(Cl)cc3Cl)c2N)cc1 | 0.4 | 11 | 1 | -12 | 1 | 2 | -1 | -13 | 18 | -3 | -1.1
CC(C)n1cc(/C=N/Nc2ccc(C(=O)O)cc2)c2ccccc21 | 0.3 | -4 | 6 | -24 | 0 | 0 | 10 | -5 | 1 | -8 | -1.1
COc1ccc(C(=O)COC(=O)c2ccccn2)cc1OC | -0.4 | -12 | -1 | 2 | 0 | -2 | 8 | 3 | -7 | -4 | -0.1
CCC(C)n1cnc2c(c1=O)c1nc3ccccc3nc1n2Cc1ccccc1OC (stereo not given) | -1.4 | -5 | -1 | -23 | -3 | 2 | -14 | -4 | -2 | -3 | 0.6
